Screening results from PubChem BioAssay.
FXIIa inh: human FXIIa protease inhibitors, primary screen, biochemical, 1536-well. Coagulation factor XII (Homo sapiens), P00748. hit rate 0.3% among 220,000. purified FXIIa, Boc-QGR-AMC fluorogenic substrate, 2 h. inhibition, % at 5 µM; in the data active means inhibition above about 40%;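 further: 0% = enzyme with no compound and 100% = blank without enzyme; many of its hits are not listed in these tables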
PERK inh: block of dimerizer-induced PERK translation repression, primary screen, PERK inhibitor project, CHO PERK-DD cells, SEAP luminescence, HTS | CHO PERK-DD fusion, SEAP luminescence translation reporter | hit rate 0.17% among 220,000 | AID 1416, 2008 | inhibition, % at 5.6 µM | Eukaryotic translation initiation factor 2-alpha kinase 3 (Homo sapiens), Q9NZJ5;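 active means inhibition above the mean inhibition of all tested compounds plus 3 SD, set separately per screening campaign, cut at about 2.9% in these data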;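 further: PERK kinase domain activated by AP20187 dimerizer at 100 nM; 0% = DMSO with dimerizer and 100% = rapamycin at 8.4 µM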
KLK5 inh: human KLK5 protease inhibitors, primary screen, biochemical, 1536-well. hit rate 0.59% among 210,000. recombinant hK5, fluorogenic AMC substrate cleavage. inhibition, % at 5 µM. Kallikrein-5 (Homo sapiens), Q9Y337. AID 873, 2007;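 active means inhibition of 40% or more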;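 further: 0% = enzyme controls without compound and 100% = no-enzyme blanks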
Target sequence (Q9Y337 67-293 limits assumed): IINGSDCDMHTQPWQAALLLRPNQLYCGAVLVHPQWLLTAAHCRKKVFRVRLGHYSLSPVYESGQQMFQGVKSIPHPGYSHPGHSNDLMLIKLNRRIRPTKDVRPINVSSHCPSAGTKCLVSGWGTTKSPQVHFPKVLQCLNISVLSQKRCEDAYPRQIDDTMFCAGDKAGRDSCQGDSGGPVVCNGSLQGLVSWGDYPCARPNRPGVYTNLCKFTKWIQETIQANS
FXIa inh 1536: human FXIa protease inhibitors, primary screen, biochemical, 1536-well. Coagulation factor XI (Homo sapiens), P03951. purified FXIa, Boc-Glu-Ala-Arg-AMC fluorogenic substrate. inhibition, % at 5 µM. hit rate 0.14% among 220,000;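 active means inhibition of at least 40%; inactive means inhibition below 40%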;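 further: fluorescence of freed AMC excited at 355 nm; 0% = enzyme without compound and 100% = no enzyme blank; many of its hits are not listed in these tables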
KCC2 mod: KCC2 cotransporter modulators, thallium flux, primary screen, cell-based, HEK293 KCC2, FluoZin-2 fluorescence, MLSMR; Solute carrier family 12 member 5 (Homo sapiens), Q9H2X9; KCC2 cells, thallium flux FluoZin-2 fluorescence; B-score of Tl+ flux slope (higher = more flux/activation; lower = inhibition) at 10 µM; hit rate 2.2% among 190,000; AID 1456, 2008;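 active means thallium flux slope and its plate-corrected score both differing from the plate sample mean at a set confidence after two filtering rounds, in either direction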;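 further: slope of fluorescence scaled to starting intensity during 10 to 20 s after thallium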
Furin inhibitor: human furin inhibitors, primary screen, biochemical, fluorescence intensity | purified furin, fluorogenic substrate cleavage | P09958 | inhibition, % at 30 µM | AID 463115, 2010 | hit rate 0.061% among 220,000; in the data active means inhibition above about 25%; further: inactives centre near -15
Target sequence (P09958 108-714 limits assumed): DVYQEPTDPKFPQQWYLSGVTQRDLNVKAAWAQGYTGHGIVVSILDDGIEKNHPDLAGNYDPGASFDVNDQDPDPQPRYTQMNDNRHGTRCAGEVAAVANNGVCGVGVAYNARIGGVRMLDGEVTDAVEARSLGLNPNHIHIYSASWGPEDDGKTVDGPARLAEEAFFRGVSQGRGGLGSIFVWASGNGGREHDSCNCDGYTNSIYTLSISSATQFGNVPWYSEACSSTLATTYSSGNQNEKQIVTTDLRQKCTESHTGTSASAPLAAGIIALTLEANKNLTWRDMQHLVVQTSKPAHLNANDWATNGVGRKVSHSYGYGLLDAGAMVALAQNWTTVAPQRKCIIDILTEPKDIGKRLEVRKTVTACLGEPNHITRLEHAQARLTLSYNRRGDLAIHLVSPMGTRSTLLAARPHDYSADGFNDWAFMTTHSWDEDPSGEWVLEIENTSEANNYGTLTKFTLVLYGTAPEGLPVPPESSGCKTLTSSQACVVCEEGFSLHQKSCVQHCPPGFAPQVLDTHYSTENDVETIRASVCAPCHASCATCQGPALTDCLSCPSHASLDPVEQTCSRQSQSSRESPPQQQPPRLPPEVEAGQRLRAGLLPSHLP
Thrombin inh: human alpha-thrombin inhibitors, primary screen, counter-screen for coagulation protease inhibitor project, biochemical, 1536-well, fluorogenic AMC substrate; inhibition, % at 5 µM; hit rate 0.26% among 220,000; Boc-VPR-AMC fluorogenic substrate cleavage; Prothrombin (Homo sapiens), P00734; AID 1046, 2008;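 active means inhibition at or above 40%; inactive means inhibition below 40%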;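 further: 0% = enzyme with no compound and 100% = wells without enzyme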
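Assay system: human alpha-thrombin enzyme. Reagent: Boc-VPR-AMC substrate, 15 µM final. Compound dosing: one concentration per compound, 5 µM, with 0.2% DMSO. Incubation: room-temperature reaction. Technique: AMC fluorescence, 355/460 nm. Measure: % inhibition relative to enzyme controls and enzyme-free blanks.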
Wee1 degr inh: Wee1 degradation inhibitors, primary screen, cell-based, HeLa, Wee1K328M-luciferase, luminescence | AID 1321, 2008 | hit rate 1.2% among 220,000 | HeLa Luc-Wee1K328M stability; 100% = proteasome inhibitor MG132 effect | Wee1-like protein kinase (Homo sapiens), P30291 | reporter increase, % at 5 µM;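 active means activation above the mean of all tested compounds plus 3 SD, set per screening run, cut at about 8.8% in these data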;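 further: cells exposed to compound for 20 h before luminescence read; 0% = DMSO alone and 100% = MG132 at 30 µM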
p97 ATPase inh: inhibitors of human p97 ATPase, primary screen, biochemical; hit rate 0.42% among 220,000; inhibition, % at 8 µM; AID 1481, 2009; recombinant p97 ATPase, Kinase-Glo ATP luminescence, 3 h; in the data active means inhibition above about 15%;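 further: 0% = DMSO vehicle and 100% = wells lacking enzyme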
Active calls of the source: *; x = not tested or not shown; [ ] = dose if it differs, or a comment.

SMILES | FXIIa inh | PERK inh | KLK5 inh | FXIa inh 1536 | KCC2 mod | Furin inhibitor | Thrombin inh | Wee1 degr inh | p97 ATPase inh
CCOCCCNC(=O)CCS(=O)(=O)Cc1ccc(C)cc1 | 6 | 0.5 | 4 | 7 | x | -21 | -1 | -1 | 3
COc1ccccc1N1CCN(C(=O)c2oc3cc(C)cc(C)c3c2C)CC1 | -3 | -0.4 | -1 | -6 | -0.11 | -16[20 µM] | -4 | -1 | -1
c1ccc2c(N3CCOCC3)nc(N3CCOCC3)nc2c1 | 8 | -1.0 | -27 | 6 | -0.43 | 13[20 µM] | -3 | -1 | -7
CCOC(=O)c1sc(NC(=O)CNCc2ccccn2)c(C(=O)OCC)c1C | 4 | -2.0 | -21 | 1 | 0.31 | -18 | -10 | -2 | 0
COC(=O)c1ccc(/C=N/Nc2nc3ccccc3[nH]2)cc1 | 10 | 1.0 | 4 | -1 | 0.33 | -14 | -1 | 7 | 5
COc1ccccc1Nc1cc(C(=O)N2CCc3ccccc3C2)c2ccccc2n1 | -1 | -0.7 | -7 | -4 | -1.4 | -19 | -15 | 2 | -4
O=C1CC(c2ccco2)=Nc2ccccc2N1 | 10 | 0.8 | -7 | 4 | 0.46 | -14[20 µM] | -2 | 2 | -1
COc1ccc(-n2c(N)c(-c3nc4ccccc4n3C)sc2=S)cc1 | 11 | 1.0 | 0 | 8 | -0.095 | -14[20 µM] | 0 | -1 | 4
CC1(C)C(=O)OC(c2ccccc2)C(C)(C)C1=O (stereo unspecified) | 0 | 0.0 | 2 | -1 | 0.95 | -22 | -3 | 0 | 3
Cc1c(C(=O)Nc2ccc(-c3nnc4n3CCCCC4)cc2)oc2c1ccc1ccccc12 | 0 | -0.8 | -35 | 1 | 0.28 | -16 | -7 | 7 | 0
Cc1cccc(-c2noc(CCC(=O)Nc3ccc(C(N)=O)cc3)n2)c1 | 3 | -0.3 | 0 | 3 | 1 | -10 | 1 | 5 | 5
O=C(Nc1nc2ccc(S(=O)(=O)N3CCCC3)cc2s1)c1cccs1 | 14 | 0.1 | 4 | 0 | -0.84 | -11[20 µM] | -2 | 1 | 7

5 records picked at random from those above:
SMILES | FXIIa inh | PERK inh | KLK5 inh | FXIa inh 1536 | KCC2 mod | Furin inhibitor | Thrombin inh | Wee1 degr inh | p97 ATPase inh
c1ccc2c(N3CCOCC3)nc(N3CCOCC3)nc2c1 | 8 | -1.0 | -27 | 6 | -0.43 | 13[20 µM] | -3 | -1 | -7
CCOC(=O)c1sc(NC(=O)CNCc2ccccn2)c(C(=O)OCC)c1C | 4 | -2.0 | -21 | 1 | 0.31 | -18 | -10 | -2 | 0
COC(=O)c1ccc(/C=N/Nc2nc3ccccc3[nH]2)cc1 | 10 | 1.0 | 4 | -1 | 0.33 | -14 | -1 | 7 | 5
COc1ccc(-n2c(N)c(-c3nc4ccccc4n3C)sc2=S)cc1 | 11 | 1.0 | 0 | 8 | -0.095 | -14[20 µM] | 0 | -1 | 4
CC1(C)C(=O)OC(c2ccccc2)C(C)(C)C1=O (stereo unspecified) | 0 | 0.0 | 2 | -1 | 0.95 | -22 | -3 | 0 | 3

Limited to Furin inhibitor, for some of the entries so far:
SMILES | Furin inhibitor
COc1ccccc1N1CCN(C(=O)c2oc3cc(C)cc(C)c3c2C)CC1 | -16[20 µM]
c1ccc2c(N3CCOCC3)nc(N3CCOCC3)nc2c1 | 13[20 µM]
CCOC(=O)c1sc(NC(=O)CNCc2ccccn2)c(C(=O)OCC)c1C | -18
COC(=O)c1ccc(/C=N/Nc2nc3ccccc3[nH]2)cc1 | -14

Carrying on:
SMILES | FXIIa inh | PERK inh | KLK5 inh | FXIa inh 1536 | KCC2 mod | Furin inhibitor | Thrombin inh | Wee1 degr inh | p97 ATPase inh
COc1nc(N)c(C#N)c(-c2ccc(N(C)CCC#N)cc2)c1C#N | -18 | -1.8 | -8 | -9 | -0.18 | -22 | 1 | 2 | 6
O=C1C2C3C=CC(C3=C(c3ccccc3)c3ccccc3)C2C(=O)N1Cc1ccccc1 (stereo unspecified) | 12 | -0.4 | -2 | 5 | -0.062 | -9[20 µM] | 1 | 1 | -5
O=C(CCc1ccc(S(=O)(=O)N2CCOCC2)cc1)N1CCc2ccccc2C1 | 6 | 0.6 | 4 | 0 | -0.12 | -27 | -11 | 0 | 1
Cc1ccc(Cl)cc1N1CCN(C(=O)COc2ccc3c(c2)CCC3)CC1 | 17 | 1.6 | -7 | 26 | 0.59 | -10 | 1 | -1 | 0
O=C(O)C1CC=CCC1C(=O)NNS(=O)(=O)c1ccccc1 (stereo unspecified) | 3 | 0.7 | -11 | -7 | 1.2 | -22 | -3 | 4 | 0
O=C(CC(NC(=O)c1ccccc1)c1ccccc1)Nc1cccc2ccccc12 (stereo unspecified) | 9 | -0.4 | -21 | 1 | 0 | -3 | -3 | -1 | 3
O=[N+]([O-])c1ccc(Oc2ccc(F)cc2)c2ccncc12 | 21 | -1.2 | -11 | -3 | 0.25 | -7[20 µM] | -8 | 2 | 2
CC1CC(C)CN(c2ncnc3c2cnn3-c2ccc(Cl)cc2)C1 (stereo unspecified) | 8 | 1.0 | -3 | 5 | -0.0055 | -13 | -5 | 2 | 5
COc1ccc2c(c1)C=C(CN1CCN(C3CCCC3)C(CCO)C1)CO2 (stereo unspecified) | 8 | -0.3 | -2 | -5 | -0.96 | -18 | -4 | 3 | 3
NCCc1nnc(SCC(=O)c2ccc(Cl)cc2)o1 | 3 | 0.1 | -4 | -5 | 0.23 | -4 | -12 | 2 | 4
CCOC(=O)c1nnn(-c2nn3nnnc3c3ccccc23)c1C | 16 | -1.1 | 12 | 4 | 0.23 | -22 | -3 | 4 | -4
COc1c2c(c(C)c3c1C(=O)OC3)O[C@@]1(C)CC[C@@]3(O)C(C)(C)OC(=O)CC[C@]3(C)[C@H]1C2 | 8 | x | 3 | 3 | -0.019 | -40 | 4 | x | x
CN(Cc1ccccc1)C(=S)Nc1cccnc1 | 5 | 1.3 | -4 | -2 | 0.3 | -18 | -1 | 4 | 5
NC(=O)NC(=O)COC(=O)CCCc1c[nH]c2ccccc12 | 12 | 1.4 | -1 | 2 | x | -12 | 4 | -1 | 2
COc1cc2[nH]c3c(N4CCC(C(N)=O)CC4)ncnc3c2cc1OC | 6 | 2.4 | 0 | 2 | x | -1 | 1 | -3 | 3
Cc1n[nH]c(C)c1S(=O)(=O)N1CCN(c2ccccn2)CC1 | 4 | -0.9 | -13 | 1 | x | -13[20 µM] | 5 | -1 | -7
CSCCC(NC(=O)COc1ccccc1)C(=O)O (stereo unspecified) | 1 | 0.3 | -3 | 1 | 0.011 | -21 | x | -1 | 6
O=C(Nc1ccccc1C(=O)N/N=C/c1ccc(O)cc1)c1ccccc1 | 1 | 0.0 | 14 | -5 | 0.33 | -14 | -5 | -2 | -89
CN(C)c1c([N+](=O)[O-])ncn1C | 10 | -0.2 | 4 | 1 | -0.37 | -9[20 µM] | 4 | 0 | -2
CC1=CC2=NC(=O)/C(=C\c3cc(C)n(-c4cccc(Cl)c4)c3C)C(=N)N2O1 | 6 | 0.0 | -24 | 6 | -0.056 | -15 | -4 | -1 | 8
CCc1nnc(NC(=O)C2CCCN2C(=O)Nc2ccccc2OC)s1 (stereo unspecified) | 11 | -1.2 | -10 | 3 | x | -3[20 µM] | 5 | -1 | -5
O=C(NCCN1CCNCC1)c1ccccn1 | 19 | 1.2 | 0 | 2 | x | -19 | 0 | 0 | 7
COc1cc(/C=C2/C(=N)N3C=CSC3=NC2=O)ccc1OCCCOc1c(C)cccc1C | 0 | 0.1 | -2 | 1 | 2.2 | -10[20 µM] | -4 | -2 | -2
Cc1nnc(SCC(=O)O)o1 | 11 | -0.9 | 19 | -3 | -0.94 | -15 | -2 | -1 | 3

One compound at a time (already shown). Order of values: FXIIa inh, PERK inh, KLK5 inh, FXIa inh 1536, KCC2 mod, Furin inhibitor, Thrombin inh, Wee1 degr inh, p97 ATPase inh
Cc1nnc(SCC(=O)O)o1 across the screens: 11, -0.9, 19, -3, -0.94, -15, -2, -1, 3
O=C1C2C3C=CC(C3=C(c3ccccc3)c3ccccc3)C2C(=O)N1Cc1ccccc1 (stereo unspecified) across the screens: 12, -0.4, -2, 5, -0.062, -9[20 µM], 1, 1, -5

Carrying on:
SMILES | FXIIa inh | PERK inh | KLK5 inh | FXIa inh 1536 | KCC2 mod | Furin inhibitor | Thrombin inh | Wee1 degr inh | p97 ATPase inh
N#C/C(C(N)=O)=C1/CCc2ccccc2N1 | 7 | 0.6 | -4 | -6 | 0.41 | -15[20 µM] | -1 | -3 | 2
CC1=C(C(=O)OCc2ccccc2)C(c2ccccc2-c2ccccc2)NC(=O)N1CCCCCC(=O)O (stereo unspecified) | 12 | 0.3 | -9 | 1 | -1.3 | -18 | 2 | 0 | 1
O=c1c2ccccc2c2ccccc2c(=O)n1CC1CCCO1 (stereo unspecified) | 11 | 1.1 | -5 | -6 | -0.031 | -22 | -3 | -1 | 1
COc1ccc(CCNC(=O)CC2SC(=NCCC(C)C)NC2=O)cc1OC (stereo unspecified) | -5 | 0.3 | -7 | 1 | -0.13 | -22 | -6 | -3 | 3
CC(C)CCNC(=O)CCCCn1c(=O)[nH]c2ccsc2c1=O | 4 | 0.9 | -1 | -2 | -0.63 | -29 | -3 | -4 | 1
CC(=O)Nc1ccc(-c2csc(NC(=O)C3CCN(S(=O)(=O)c4cccs4)CC3)n2)cc1 | 2 | -0.2 | -22 | -2 | 0.64 | -11 | -11 | 1 | 1
O=C(CSc1ccc(Cl)cc1)NC1CCCc2ccccc21 (stereo unspecified) | 19 | -0.2 | -3 | 11 | -0.83 | -24 | 11 | -4 | -6
O=C(OCc1ccc(F)cc1)c1ccc2ccccc2n1 | 2 | 0.1 | 0 | 3 | -2.1 | -27 | -4 | 0 | -4
CSc1nsc(SC)c1C(=O)N1CCN(S(=O)(=O)c2ccc(C)cc2)C1C(C)C (stereo unspecified) | 8 | -1.4 | -4 | 5 | -0.23 | 2[20 µM] | -1 | -2 | -3
Cn1c2c(c(=O)n(C)c1=O)C(NC(=O)c1ccco1)(C(F)(F)F)C(=O)N2 (stereo unspecified) | 8 | 0.2 | -5 | 12 | 0.59 | -20 | 2 | -1 | 3
COC(=O)C(C)(C(=O)OC)c1ccc([N+](=O)[O-])cn1 | 2 | -0.5 | -2 | -6 | -0.51 | -24[20 µM] | -6 | -2 | 4
CN(Cc1nc(-c2cnccn2)no1)C1CC(C)(C)NC(C)(C)C1 | 5 | 1.7 | 0 | -1 | 0.63 | -31 | -6 | 0 | 1
O=C(Nc1cccc(C(=O)N2CCOCC2)c1)c1ccccc1 | 4 | -0.3 | -6 | -9 | 0.22 | -26[20 µM] | -5 | -3 | 0
CCc1nc2sccc2c(=O)[nH]1 | 23 | 0.1 | 56* | 32 | -0.6 | 4 | 44* | 3 | -3
